# Source: PubChem BioAssay (Sanford-Burnham Center for Chemical Genomics)
# TAG inh – inhibitors of triacylglycerol accumulation, primary screen, cell-based, uHTS, fluorescence, H9c2. H9c2 cells, Nile Red lipid (TAG) fluorescence; cells loaded with 200 µM oleic acid. inhibition, % at 12.5 µM. 0.66% of 230,000 active;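 active = pattern-corrected inhibition of lipid staining of at least 50% with the nuclear-stain viability signal not falling by more than 50%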;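 note: 0% = DMSO wells and 100% = triacsin C control wells; some results filed as inactive read as strong as hits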
# TAG inh DAPI viability – recorded beside TAG inh, whose call it bears; DAPI nuclei signal change (viability), lower = more cytotoxic, %;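 whole-well DAPI fluorescence read on a plate reader as a viability signal; minus 50 percent equals half of cells still viable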
# Active calls of the source: *. Some of the compounds tested; count on the stated rates, not on these rows.
No.	SMILES	TAG inh	TAG inh DAPI viability
1	O=C1CCc2cc(NS(=O)(=O)c3ccc([N+](=O)[O-])cc3)cc3c2N1CCC3	8	-2
2	Cc1ccc2nsnc2c1S(=O)(=O)N1CCN(C(=O)C2CCCO2)CC1 (configuration not stated)	3	1
3	CC(C)C(=O)NCCc1nc2ccccc2n1CCc1ccccc1	1	-5
4	CC(=O)Nc1cccc(-c2ccnc3c2CC(C(=O)NCc2cccs2)O3)c1 (configuration not stated)	42	-34
5	CC1CC2=C(NC(=S)NC2c2cccc(F)c2)/C(=C/c2cccc(F)c2)C1 (configuration not stated)	17	-14
6	CCCS(=O)(=O)NC(=O)C1(C)CCCN(C(=O)c2ccc(C#N)cc2)C1 (configuration not stated)	8	-6
7	O=C(CCNc1ccc(Cl)c(C(F)(F)F)c1)c1ccco1	13	-13
8	COc1ccccc1NC(=S)N(C(C)C)C(C)c1ccccn1 (configuration not stated)	-16	-2
9	CN(C)c1nc(N)nc(-c2cccnc2)n1	-5	-1
10	COc1ccccc1CNC(=O)COC(=O)C1CCN(c2ccc(C(F)(F)F)cn2)CC1	2	2
11	O=C(O)c1cc(Br)ccn1	2	-3
12	COCCNC(=O)C(c1ccc(F)cc1)N(C(=O)CCC(=O)Nc1nccs1)c1cccc(C)c1 (configuration not stated)	-5	5
13	COc1ccc(OC)c(S(=O)(=O)Nc2cc3c4c(c2)CCN4C(=O)CC3)c1	11	9
14	O=C(NNS(=O)(=O)c1ccccc1)c1csc(-c2cccnc2)n1	-9	-24
15	Cn1c(=O)c2[nH]c(CCCC(=O)O)nc2n(Cc2ccccc2)c1=S	-17	4
16	COc1ccccc1CN1CCN(C(=O)c2ccco2)CC1	16	-4
17	CC(NC(=O)c1ccc(Cn2cc([N+](=O)[O-])cn2)o1)c1ccccc1 (configuration not stated)	-39	15
18	O=C(COc1ccc(F)cc1Br)NCC1(N2CCOCC2)CCCCC1	6	4
19	COc1ccc(CC(=O)NNC(=O)c2cccs2)cc1OC	8	-8
20	CC1(C(=O)NS(=O)(=O)c2ccccc2Cl)CCN1C(=O)CCc1cccs1 (configuration not stated)	16	-6
21	CC(Sc1nnnn1C1CC1)C(=O)N1c2ccccc2NC(=O)C1(C)C (configuration not stated)	-3	0
22	CN1CCC(C(=O)N2CCCC(C(=O)c3ccc4c5c(cccc35)CC4)C2)CC1 (configuration not stated)	-2	83
23	Cc1ccc(C(=O)NCCCCNC(=O)c2ccc(C)o2)o1	-6	-1
24	C=CCn1c(=O)c2ccccc2n2c(SCC(=O)NCCc3ccccc3)nnc12	-14	-8
25	COc1ccc(C(=O)C=CNNC(=O)c2ccc(Cl)cc2)cc1	10	-4
26	Cc1ccc(C(=O)N2CCCC(CCC(=O)N3CCN(c4ccccn4)CC3)C2)cn1 (configuration not stated)	5	-2
27	Cc1ccc([C@H]2N[C@]3(CCCN(Cc4ccccc4)C3=O)[C@H]3C(=O)N(C)C(=O)[C@@H]23)cc1	-7	9
28	O=c1[nH]cc(NCc2ccccc2)c(=O)[nH]1	-28	4
29	COc1cc2sc(-c3ccccc3OC)c(-c3ccc(OCCN4CCOCC4)cc3)c2cc1OC	-6	71
30	O=C(Nc1cc(S(=O)(=O)N2CCOCC2)ccc1Oc1ccc(F)cc1)C1=COCCO1	15	-11

# Individual results from the list:
# C=CCn1c(=O)c2ccccc2n2c(SCC(=O)NCCc3ccccc3)nnc12 | TAG inh = -14
# COc1cc2sc(-c3ccccc3OC)c(-c3ccc(OCCN4CCOCC4)cc3)c2cc1OC | TAG inh DAPI viability = 71

# The listing picks up, repeating the two entries before the break.
No.	SMILES	TAG inh	TAG inh DAPI viability
29	COc1cc2sc(-c3ccccc3OC)c(-c3ccc(OCCN4CCOCC4)cc3)c2cc1OC	-6	71
30	O=C(Nc1cc(S(=O)(=O)N2CCOCC2)ccc1Oc1ccc(F)cc1)C1=COCCO1	15	-11
31	COc1ccc2cc(C(=O)N(C)CC(=O)Nc3ccccc3Br)ccc2c1	-4	6
32	COCCCOc1ccnc(CS(=O)c2nc3ccccc3[nH]2)c1C (configuration not stated)	-21	7
33	CCOc1ccc(S(=O)(=O)N2CCCC(C(=O)NCC3CCCO3)C2)cc1Cl (configuration not stated)	4	1
34	O=C(CSc1nc2[nH]c(=O)[nH]c(=O)c2s1)Nc1cccc(F)c1	-28	8
35	CCn1c(SCC(=O)NNC(=O)c2ccc(OC)cc2)nnc1-c1cccnc1	-16	0
36	Cc1cccc(C)c1NC(=O)COC(=O)c1ccc2[nH]c3c(c2c1)CCCC3	18	11
37	COc1ccccc1NS(=O)(=O)c1ccc(C(=O)N2CC(C)OC(C)C2)cc1 (configuration not stated)	7	2
38	O=C(NCc1cccnc1)c1cc(C2CCCN(C(=O)c3ccc4c(c3)CCO4)C2)on1 (configuration not stated)	4	12
39	Cc1ccc(C2C(C#N)=C(N)Oc3nc(-c4ccccc4)[nH]c32)o1 (configuration not stated)	5	1
40	NC(=O)c1ccc(NC(=O)COC(=O)CNC(=O)c2sc3ccccc3c2Cl)cc1	-13	7
41	Cn1c(=O)c2c(nc(Br)n2C/C=N/NC(N)=S)n(C)c1=O	21	6
42	O=C(O)CC(NNC(=O)c1ccccc1)C(=O)Nc1cccc([N+](=O)[O-])c1 (configuration not stated)	5	3
43	CC1(C)SC(=S)N(/N=C/c2ccccc2O)C1N(O)C(=O)Nc1ccccc1 (configuration not stated)	2	-10
44	CCOC(=O)Cc1nnc(NC(=O)CC)s1	4	2
45	CC(C)NC(=O)c1csc([C@@H]2O[C@H](CO)[C@H](O)[C@H](O)[C@H]2O)n1	1	0
46	CC(=O)c1ccc(N2CCN(C(=O)CNS(=O)(=O)c3ccc4c(c3)OCCCO4)CC2)c(F)c1	2	-9
47	O=C(CSc1ccc(Cl)cc1)Nc1ccc(C2SCCS2)cc1	-12	3
48	Cn1c(CO)cnc1S(=O)(=O)Cc1ccc(Cl)cc1	6	-5
49	O=C(c1cccc2ccccc12)C1CCCN(C(=O)CCN2CCCO2)C1 (configuration not stated)	4	-4
50	C=CCNc1nc(-c2c(C)nc3sccn23)cs1	-12	-6
51	CCCn1cc(SCC(=O)Nc2nnc(C)s2)c2ccccc21	-3	4
52	COc1ccc(Cn2c(CCC(=O)Nc3ccccc3OC)nc3cccnc32)cc1	-19	14
53	Cc1cc(NC(=O)c2cnn3c(C(F)F)cc(-c4ccccc4)nc23)no1	18	1
54	Cc1cc(C)nc(NC(N)=NCCc2ccccc2)n1	-9	-2
55	Cc1nc2sc(C(c3ccco3)N3CCC(C)CC3)c(O)n2n1 (configuration not stated)	-1	-2
56	N/C(CCCN1CCCCC1)=N/O	7	-15
57	COC(=O)c1ccc(CNC(=O)c2ccccc2C(=O)NCC2(CBr)OCCO2)cc1	2	-6
58	CC(C)C(C)(C#N)NC(=O)COC(=O)C1CCN(S(=O)(=O)c2ccc3c(c2)OCCO3)CC1 (configuration not stated)	8	1
59	CNS(=O)(=O)c1cccc(C(=O)OCC(=O)N2CCc3ccccc3C2)c1	-9	2
60	Nc1cc(C(Cl)=C(Cl)Cl)c(S(N)(=O)=O)cc1S(N)(=O)=O	-6	0

# (next part)
# Order of results – TAG inh	TAG inh DAPI viability
61. CC(=O)OCC(=O)[C@@]12OC(C)(C)O[C@@H]1CC1C3C[C@H](F)C4=CC(=O)C=CC4(C)[C@@]3(F)C(O)CC12C (some centres not stated)
    49	4
62. COc1cc(S(=O)(=O)Nc2ncccc2C)c(OC)cc1Cl
    -3	-8
63. COc1ccc(N=C2S/C(=C\c3ccc(C)s3)C(=O)N2CC(C)C)cc1
    26	-7
64. O=C(COC(=O)CCSc1ccccc1)Nc1ccccc1Br
    8	-1
65. Cc1c(Cl)cccc1NC(=S)N(CCN(C)C)C(C)c1ccco1 (configuration not stated)
    -18	22
66. COc1cccc(C(c2cccc(OC)c2)c2ccccc2C(=O)O)c1
    -11	7
67. CCCS(=O)(=O)NC(=O)C1(C)CCN(C(=O)c2cccnc2Oc2ccccc2)C1 (configuration not stated)
    6	1
68. CC1CCN(C(=S)c2cn(Cc3cccc(F)c3)c3ccccc23)CC1
    -24	4
69. Cc1ccc(S(=O)(=O)N2CCC(C(=O)NNC(=O)c3ccc(F)cc3)CC2)cc1
    -3	0
70. CCCCCC(O)CCC(=O)NNC1=CC(=O)CC(C)(C)C1 (configuration not stated)
    -3	5
71. CC(C)(C)c1ccc(NC(=S)NCc2cccs2)cc1
    -9	-2
72. Cc1ccc(COn2c(-c3ccc(Cl)cc3)nc3ccc([N+](=O)[O-])cc32)cc1
    5	-2
73. CCCCCCC(C)n1[nH]c(=O)c2c(C)cc(=O)[nH]c21 (configuration not stated)
    -1	-2
74. CCn1ccnc1C(O)c1cccc2ccccc12 (configuration not stated)
    -4	1
75. Cc1ccc(-c2nnc3n2CCCCC3)cc1
    -1	11
76. N#Cc1c(NC(=O)c2cc(C3CC3)on2)sc2c1CCC2
    6	6
77. O=C(CNS(=O)(=O)c1ccccc1F)NNC(=O)c1ccc(Br)cc1
    -19	-3
78. CCOC(=O)C1=C(COC(=O)CCc2ccccc2)NC(=O)NC1C (configuration not stated)
    -5	4
79. Cc1ccc(Nc2c(-c3ccc(C)o3)nc3ncccn23)cc1
    8	-12
80. CCOC(=O)c1cc(C#N)c(N2CCCCC2)nc1-c1ccccc1
    -11	12
81. COc1cc(S(=O)(=O)Nc2cccnc2)ccc1F
    -6	6
82. CC(C)(CC(=O)O)Cc1nc(-c2ccc(Cl)cc2)no1
    -4	1
83. O=C(/C=C\Nc1ccc2c(c1)OCO2)c1ccccn1
    -5	8
84. Cc1ccc(NC(=O)C(NCc2ccccn2)c2ccccc2)cc1 (configuration not stated)
    -7	10
85. Cc1cc(C(=O)OCC(=O)Nc2ccc(S(N)(=O)=O)cc2)c2ccccc2n1
    4	1
86. CCc1nc2ccccc2c(C(=O)OCC(=O)NC(=O)c2cccn2C)c1C
    6	1
87. CC1c2cccn2CCN1S(=O)(=O)c1ccc(F)cc1 (configuration not stated)
    -7	-9
88. O=C(CCn1cccc1)NC1CCCc2ccccc21 (configuration not stated)
    6	0
89. CCOn1c(=O)c(=O)n(OC)c2ccccc21
    2	-2
90. CCn1c(C)nc2cc(C#N)ccc21
    15	2
91. CCCCCCCCCCCCCCCC(O)C[N+](C)(C)CCO (configuration not stated)
    15	-18
92. COc1ccccc1OCC(=O)OCn1c(SC)nnc(C)c1=O
    -6	8
93. Cc1ccc(C(=O)N/N=C/c2ccc(-c3ccc(Br)cc3[N+](=O)[O-])o2)o1
    23	4
94. Cc1ccc(-n2nnnc2CNC(=O)C(=O)c2c[nH]c3ccccc23)cc1C
    -31	22
95. O=C(O)Cc1csc(-c2cccc(F)c2)n1
    6	0
96. Cn1cccc1Cc1nnc(SCC(=O)Nc2cccc(F)c2)n1CCc1ccccc1
    -3	-1
97. COc1ccc(NC(=O)CCSCCc2ccccn2)cc1OC
    -16	-2
98. O=C(COC(=O)C1CCCO1)Nc1nc(-c2ccc(F)cc2)cs1 (configuration not stated)
    -1	2
99. CNC(=S)N(Cc1ccc(Cl)cc1)Cc1cccs1
    1	6
100. CN(C)c1ccc(O)c2c1CC1CC3[C@@H](N(C)C)C(=O)C(C(N)=O)C(=O)[C@]3(O)C(=O)C1C2=O (some centres not stated)
    6	-4
101. Cn1c(SCC(=O)c2ccccc2)ncc(C(=O)Nc2ccc(F)cc2)c1=O
    -26	-7
102. CC(C)C(C)(C#N)NC(=O)CSc1nncn1-c1ccccc1 (configuration not stated)
    8	-9
103. O=C(COC(=O)c1ccc(S(=O)(=O)NCc2ccco2)cc1)Nc1ccccc1OC(F)F
    5	-7
104. CCNC(=O)C1(C)CCN(Cc2ccc(-c3ccccc3)cc2)C1 (configuration not stated)
    -5	13
105. CCCCNC(=O)COC(=O)c1ccc(NC(C)=O)cc1
    -8	13
106. COc1ccc(CC(=O)OCC(=O)NCc2ccccc2Cl)cc1OC
    -4	10
107. C/C(=N\Nc1cc(N2CCCCC2)nc(C)n1)c1ccc(Br)cc1
    13	6
108. CCOC(=O)c1cnc2ccc(OCC)cc2c1NCCN1CCOCC1
    -4	15
109. CCc1nc2c(OCc3ccc4c(c3)OCO4)cccn2c1N(C=O)Cc1ccccc1
    -46	1

# From entry 108 to 109, as listed above:
# Order of results – TAG inh	TAG inh DAPI viability
108. CCOC(=O)c1cnc2ccc(OCC)cc2c1NCCN1CCOCC1
    -4	15
109. CCc1nc2c(OCc3ccc4c(c3)OCO4)cccn2c1N(C=O)Cc1ccccc1
    -46	1

# Among those listed so far, 14 contain a Cl atom:
# Order of results – TAG inh	TAG inh DAPI viability
7. O=C(CCNc1ccc(Cl)c(C(F)(F)F)c1)c1ccco1
    13	-13
20. CC1(C(=O)NS(=O)(=O)c2ccccc2Cl)CCN1C(=O)CCc1cccs1 (configuration not stated)
    16	-6
25. COc1ccc(C(=O)C=CNNC(=O)c2ccc(Cl)cc2)cc1
    10	-4
33. CCOc1ccc(S(=O)(=O)N2CCCC(C(=O)NCC3CCCO3)C2)cc1Cl (configuration not stated)
    4	1
40. NC(=O)c1ccc(NC(=O)COC(=O)CNC(=O)c2sc3ccccc3c2Cl)cc1
    -13	7
47. O=C(CSc1ccc(Cl)cc1)Nc1ccc(C2SCCS2)cc1
    -12	3
48. Cn1c(CO)cnc1S(=O)(=O)Cc1ccc(Cl)cc1
    6	-5
60. Nc1cc(C(Cl)=C(Cl)Cl)c(S(N)(=O)=O)cc1S(N)(=O)=O
    -6	0
62. COc1cc(S(=O)(=O)Nc2ncccc2C)c(OC)cc1Cl
    -3	-8
65. Cc1c(Cl)cccc1NC(=S)N(CCN(C)C)C(C)c1ccco1 (configuration not stated)
    -18	22
72. Cc1ccc(COn2c(-c3ccc(Cl)cc3)nc3ccc([N+](=O)[O-])cc32)cc1
    5	-2
82. CC(C)(CC(=O)O)Cc1nc(-c2ccc(Cl)cc2)no1
    -4	1
99. CNC(=S)N(Cc1ccc(Cl)cc1)Cc1cccs1
    1	6
106. COc1ccc(CC(=O)OCC(=O)NCc2ccccc2Cl)cc1OC
    -4	10
